# TPT1 inhibitor = C. albicans TPT1 enzyme inhibition. recombinant caTPT1, FP RNA substrate dephosphorylation. inhibition, % at 5 µM. 300,000 compounds, 0.81% hits. AID 1962;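 active means inhibition above the mean of all tested compounds plus 3 SD, set per screening campaign, cut at about 24% in these data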;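 further: plate controls were DMSO alone for no effect and ferristatin control at 100 nM for full effect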
# PAD4 FP inh = PAD4 (human) enzyme inhibition; Q9UM07; recombinant PAD4, RCA probe fluorescence polarization; inhibition, % at 6.36 µM; 330,000 compounds, 0.41% hits; AID 485272;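 active means percent inhibition above a cutoff equal to the mean of all tested compounds plus 3 SD, cut at about 15% in these data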;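 further: 0% = PAD4 with RCA probe and DMSO and 100% = probe without PAD4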
# PME-1 inh = PME-1 (human) inhibition. Q9Y570. AID 2130. inhibition, % at 5.9 µM. 320,000 compounds, 0.53% hits. recombinant PME-1, FP-Rh probe fluorescence polarization;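 active means inhibition above the campaign mean of all compounds plus 3 SD, cut at about 26% in these data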;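 further: competitive labeling of PME-1 active site by serine hydrolase directed probe; 0% = PME-1 with DMSO and 100% = wells lacking PME-1 enzyme; inhibitors block probe labeling so polarization falls and inhibition rises; many of its hits are not listed in these tables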
# MCL1 BIM primary = disrupts human MCL1 binding to BIM-BH3 peptide | Q07820 | GST-MCL1 / FITC-Bim-BH3 fluorescence polarization | inhibition, % at 10.9 µM | 320,000 compounds, 0.68% hits | AID 2057;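 active means inhibition above the mean inhibition of all tested compounds plus 3 SD, set per campaign, cut at about 40% in these data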;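 further: 0% = DMSO wells and 100% = unlabeled Bim-BH3 peptide control; higher means more loss of mP so more displacement of Bim peptide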
# Target sequence (Q07820 whole entry, looked up): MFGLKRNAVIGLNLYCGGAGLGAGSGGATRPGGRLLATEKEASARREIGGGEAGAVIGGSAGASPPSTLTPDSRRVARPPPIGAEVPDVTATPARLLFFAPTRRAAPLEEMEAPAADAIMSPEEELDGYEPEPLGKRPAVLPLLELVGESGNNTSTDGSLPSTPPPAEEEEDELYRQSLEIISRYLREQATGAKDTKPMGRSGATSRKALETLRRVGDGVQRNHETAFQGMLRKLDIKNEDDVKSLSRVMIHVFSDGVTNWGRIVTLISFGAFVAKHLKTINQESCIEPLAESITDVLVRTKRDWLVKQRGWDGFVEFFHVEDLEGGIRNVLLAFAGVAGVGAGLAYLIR
# Fam108B inh = counter-screen for RBBP9 inhibitors: inhibitors of mouse Fam108B; recombinant Fam108B, FP-Rh probe fluorescence polarization; inhibition, % at 9.51 µM; 300,000 compounds, 0.33% hits; AID 1947;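 active means inhibition above the screen mean inhibition plus 3 SD, computed separately per campaign, cut at about 18% in these data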;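 further: inhibitors lower polarization as less probe binds the enzyme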
# GLD-1 RNA inh = GLD-1-TGE RNA interaction inhibition (C. elegans) | Q17339 | purified GLD-1 + fluorescein TGE RNA, fluorescence polarization | inhibition, % at 5.96 µM | 320,000 compounds, 0.44% hits | AID 2280;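 active means percent inhibition above a per-plate cutoff, the plate mean of test compounds plus 3 SD, cut at about 30% in these data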;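 further: 0% = DMSO wells with GLD-1 and probe and 100% = wells lacking GLD-1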
# Bcl-xL primary = blocks human Bcl-xL binding to Bim BH3 peptide; Q07817; GST-Bcl-xL / FITC-Bim BH3 peptide fluorescence polarization; inhibition, % at 10.9 µM; 320,000 compounds, 0.7% hits; AID 2129;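 active means inhibition above the mean of all tested compounds plus 3 SD, cutoff set per campaign, cut at about 30% in these data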;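 further: 0% = DMSO wells and 100% = unlabeled Bim-BH3 peptide competitor; inhibitors lower millipolarization by displacing the labeled peptide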
# Target sequence (Q07817 whole entry, looked up): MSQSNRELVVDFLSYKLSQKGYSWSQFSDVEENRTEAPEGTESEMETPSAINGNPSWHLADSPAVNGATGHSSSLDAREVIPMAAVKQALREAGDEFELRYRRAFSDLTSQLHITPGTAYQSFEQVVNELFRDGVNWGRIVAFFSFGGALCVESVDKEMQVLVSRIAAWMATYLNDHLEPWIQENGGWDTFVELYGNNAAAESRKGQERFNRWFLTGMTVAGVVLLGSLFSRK
# GSTO1 counter = GSTO1 inhibition, counter-screen for RBBP9 inhibitors; inhibition, % at 5.96 µM; 300,000 compounds, 1.1% hits; P78417; recombinant GSTO1, activity-based probe fluorescence polarization;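 active means inhibition above the campaign mean inhibition plus 3 SD, cut at about 35% in these data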;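 further: 0% = GSTO1-1 with DMSO and 100% = wells lacking GSTO1-1 enzyme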
# MEX-5 binding = C. elegans MEX-5 TCR-2 RNA binding activity; Q9XUB2; MEX-5/FITC-TCR2 RNA binding, fluorescence polarization; stronger effect = lower value; activity score (negative = inhibition of binding), % at 10 µM; 300,000 compounds, 0.38% hits; AID 1832;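 active means inhibition past about -25% in most replicates, and total fluorescence under double the plate's negative control median, limit read from the data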;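 further: 0% = DMSO and -100% = 5 µM competing unlabeled TCR2 RNA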
# Target sequence (Q9XUB2 whole entry, looked up): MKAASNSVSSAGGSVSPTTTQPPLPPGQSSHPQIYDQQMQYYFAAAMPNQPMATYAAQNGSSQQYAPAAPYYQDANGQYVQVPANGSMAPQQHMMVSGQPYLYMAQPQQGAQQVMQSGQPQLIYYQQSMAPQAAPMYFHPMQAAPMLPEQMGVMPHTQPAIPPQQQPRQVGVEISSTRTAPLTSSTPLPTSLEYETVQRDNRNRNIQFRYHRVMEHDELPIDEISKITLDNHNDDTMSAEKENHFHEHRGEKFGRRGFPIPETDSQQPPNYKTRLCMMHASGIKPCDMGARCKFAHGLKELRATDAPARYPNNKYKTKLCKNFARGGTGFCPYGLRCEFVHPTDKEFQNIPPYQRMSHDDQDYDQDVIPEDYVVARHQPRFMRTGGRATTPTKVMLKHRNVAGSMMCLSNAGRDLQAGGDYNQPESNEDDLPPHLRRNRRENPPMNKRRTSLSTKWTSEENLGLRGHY
# Starred values were filed as active, the others as inactive; x = no result given. This is a subset; the hit share may differ from the screen's.
SMILES,TPT1 inhibitor,PAD4 FP inh,PME-1 inh,MCL1 BIM primary,Fam108B inh,GLD-1 RNA inh,Bcl-xL primary,GSTO1 counter,MEX-5 binding
O=C(NCCn1cccn1)C1CCC(=O)N(CCc2ccc(Cl)cc2)C1 (stereo not drawn),-1.2,-1.0,-1.7,1.7,-4.9,-2.2,-0.8,-1.0,0.3
O=C(CN1C(=O)NC2(CCCC2)C1=O)OCCOc1cccc(Br)c1,4.2,-2.9,-1.6,1.0,-3.7,-1.6,-0.3,-12.8,0.3
CC(=O)NCCc1cc2ccc(C)cc2[nH]c1=O,-1.1,-9.6,0.9,-0.7,-5.7,-3.9,-1.8,3.0,x
O=C(CS(=O)(=O)c1ccccc1)N(CCCN1CCOCC1)c1nc2c(F)cccc2s1,-3.5,0.0,0.9,-3.8,1.7,0.5,4.1,3.2,1.1
CCC1(CC)NC(=O)N(Cc2nc3ccccc3s2)C1=O,0.1,-0.1,1.8,-7.6,8.0,4.0,-12.6,0.2,-1.3
Cc1cc(C)nc(SCc2cc(=O)c(OC(=O)c3cccc([N+](=O)[O-])c3)co2)n1,-1.8,-3.9,2.5,8.6,0.1,-2.2,9.1,11.4,-0.8
COc1ccc(F)cc1S(=O)(=O)Nc1ccc2c(c1)OCCO2,-3.3,4.6,-6.7,-1.6,-0.8,0.9,2.4,6.4,3.1
CCCCc1cc(=O)oc2cc(OCc3cc(OC)c(OC)c(OC)c3)c(Cl)cc12,2.5,1.1,2.3,-1.1,-2.5,5.1,-0.4,-2.2,-0.7
COC(=O)c1[nH]c2ccc(Cl)cc2c1NC(=O)CCN1CCN(C2CCCCC2)CC1,3.5,4.9,-3.9,-11.7,2.6,2.1,-9.5,5.1,1.5
COc1ccccc1N(CC(=O)NC1CCCCC1)C(=O)c1csnn1,-3.4,-0.3,-3.4,0.1,1.3,6.4,1.9,-3.0,2.2
CCOC(=O)c1c(NC(=S)NNS(=O)(=O)c2ccc(Br)cc2)sc2c1CCCCC2,-0.7,-1.6,3.8,13.8,2.2,0.5,6.9,-11.6,-2.8
CCCCCCC(C)n1[nH]c(=O)c2c(C)cc(C)nc21 (stereo not drawn),-2.8,-1.0,0.9,1.2,0.7,4.6,1.9,3.3,2.7
CCn1c(=O)cc(SCC(=O)N2CCN(Cc3ccc4c(c3)OCO4)CC2)c2ccccc21,-1.4,-3.7,1.1,7.6,1.3,8.0,3.9,-9.7,-0.1
Cn1c2c(c(=O)n(C)c1=O)C(CC(=O)Nc1ccccc1F)C(=O)N2 (stereo not drawn),-3.7,8.9,-3.5,-0.1,3.5,4.2,1.5,6.7,1.2
N#C/C(=N\Nc1ccc(S(=O)(=O)N2CCCCCC2)cc1)C(N)=S,-4.5,-2.6,6.3,10.3,8.2,-6.8,17.5,-12.0,1.1
COc1ccccc1N1CCN(C2CCCN(C(=O)c3cc(C4CC4)on3)C2)CC1 (stereo not drawn),-2.5,0.3,7.9,6.7,5.0,9.6,7.2,5.9,0.9
CCCCOc1ccc(C(=O)O)cc1,-2.1,1.3,-4.7,-1.4,3.9,-1.3,12.2,-0.5,1.9
COc1ccc(C(=O)Nc2ccc(N3CCN(C)CC3)cc2)cc1OC,1.8,-4.4,2.3,8.1,-4.0,-0.2,5.1,5.3,1.2
C/C(N)=C(/C#N)C(=O)COC(=O)CC12CC3CC(CC(C3)C1)C2,1.1,-4.0,2.5,4.1,3.3,4.0,-0.2,0.5,0.7
COc1ccc(-n2c(=O)/c(=C\c3cccs3)s/c2=C(/C#N)C(=O)N2CCN(C)CC2)cc1,5.6,1.9,2.1,2.0,2.0,-3.3,0.4,19.2,x
O=C(NCc1ccco1)C(=O)NCC1OCCN1S(=O)(=O)c1ccccc1 (stereo not drawn),-0.8,-4.0,7.0,8.6,1.0,1.7,3.5,0.9,4.1
Cc1ccc(-n2c(=O)[nH]cc(C(=O)N3CCc4ccccc43)c2=O)cc1C,-0.5,0.8,3.3,-0.3,3.9,2.8,-1.2,0.3,-1.2
O=C(CSc1nc(=O)n2ccccc2n1)NCCc1ccccc1,-1.4,-3.2,-0.2,-5.4,0.1,-11.6,0.5,-3.0,0.2
O=C(NNc1c2ccccc2nc2ccccc12)C(O)c1ccccc1 (stereo not drawn),0.3,1.0,1.8,-3.6,0.7,-4.9,0.0,0.5,4.9
CC1CCN(C(=O)NC(=O)c2ccccc2)CC1,1.0,-1.0,-0.5,6.4,1.7,0.6,-1.2,1.3,-3.0
# Remaining list, next part
SMILES,TPT1 inhibitor,PAD4 FP inh,PME-1 inh,MCL1 BIM primary,Fam108B inh,GLD-1 RNA inh,Bcl-xL primary,GSTO1 counter,MEX-5 binding
CC(OC(=O)c1cc(Br)ccc1O)C(=O)NC1(C#N)CCCCC1 (stereo not drawn),0.1,0.5,2.9,1.3,-4.0,9.2,6.3,3.5,0.4
CSc1ccccc1NC(=O)C1CC(c2c(F)cccc2Cl)=NO1 (stereo not drawn),0.0,-6.8,-8.8,0.9,-1.6,-2.2,-3.9,-3.2,0.3
COc1ccccc1N=c1oc2cc(O)ccc2cc1C(=O)NCC1CCCO1 (stereo not drawn),22.4,-3.4,-0.4,-8.7,1.3,-0.2,-3.9,-1.1,-7.5
CC1(c2nnc(-c3cccc(Cl)c3)o2)CC(c2ccccc2F)=NO1 (stereo not drawn),-5.0,3.7,2.2,2.8,-1.0,-2.2,3.0,10.6,-0.9
CCOC(=O)C1CCN(S(=O)(=O)c2cc(C(=O)OC)n(C)c2)CC1,0.1,-0.8,-1.0,0.5,1.1,3.4,1.8,2.3,1.0
Cc1cc(=O)n2nc(N3CCCC(C(=O)NCc4ccc5c(c4)OCO5)C3)sc2n1 (stereo not drawn),2.7,-0.1,-1.2,26.2,-3.1,-3.0,2.5,12.6,1.5
COC(=O)c1ccc(Cl)c(NS(=O)(=O)c2ccc3c(c2)OCCO3)c1,-4.1,-2.3,-0.3,10.0,4.3,0.1,7.7,1.4,-0.4
NC(=O)c1c(NC(=O)c2cnccn2)sc2c1CCCC2,-8.8,3.1,-1.8,8.3,-0.1,5.3,11.2,3.4,0.6
CCOC(=O)c1c(C)[nH]c(C(=O)OC(C)C(=O)NCc2ccccc2)c1C (stereo not drawn),1.6,-0.6,4.2,-2.9,-4.0,5.2,-7.0,5.4,0.9
N/C(Cc1ccc(Cl)cc1)=N\OC(=O)c1cccc2ccccc12,-1.4,-4.6,-2.2,-3.0,-0.9,1.9,4.3,-0.4,1.1
C(=N\NC(=Nc1ccccc1)c1ccccn1)/c1ccccn1,-1.4,1.2,-3.3,11.1,-0.8,-3.7,8.2,-1.9,-54.0*
COCCCN(Cc1cccs1)S(=O)(=O)c1c[nH]c(C(=O)OC)c1,2.4,4.4,2.0,1.1,4.0,3.5,1.5,1.1,2.6
CC1CCCN(C(=O)CCS(=O)(=O)c2ccc3c(c2)NC(=O)C(C)S3)C1 (stereo not drawn),-4.2,2.0,2.9,-4.2,12.7,-4.5,0.3,2.7,-1.3
COCCCNC(=O)Cn1cc(/C=C(\C#N)C(=O)NC2CC2)c2ccccc21,-5.0,-0.4,-5.7,-6.4,0.1,-0.6,4.5,5.8,-1.2
CN(C)c1ccc(C(=O)c2ccc(N(C)C)c(N)c2)cc1N,-2.7,-7.6,-2.0,-2.1,3.7,2.3,8.7,7.9,0.2
NS(=O)(=O)c1ccc(CCNC(=O)CN2CCN(Cc3cccc4ccccc34)CC2)cc1,-2.9,2.3,3.5,-21.3,1.7,2.2,-2.8,5.2,1.4
O=C(COC(=O)/C=C/c1ccc(F)cc1)Nc1cc(C(F)(F)F)ccc1N1CCOCC1,1.3,2.2,-4.0,2.7,-5.9,7.5,-2.8,6.8,1.2
Brc1cc2c(cc1COc1ccc(-c3nn[nH]n3)cc1)OCO2,0.9,0.1,-11.6,-5.6,-8.2,-8.7,8.3,-7.0,2.1
CCOC(=O)c1ccc(NC(=O)CSc2nc(=O)n(CCN3CCOCC3)c3c2CCC3)cc1,-3.8,17.1*,1.4,3.1,1.3,-8.4,2.9,0.0,1.4
CCOC(=O)N1CCN(c2c(N3CCN(c4ccccn4)CC3)c(=O)c2=O)CC1,-0.5,3.9,1.4,0.7,3.5,-0.5,-0.5,8.9,x
NS(=O)(=O)c1ccc(NC(=S)N2CCN(c3ccccc3Cl)CC2)cc1,-1.4,2.2,1.8,16.4,3.0,10.3,8.2,2.4,-1.0
c1ccc(SCCOCCn2cncn2)cc1,-2.5,3.8,4.6,2.8,1.6,-2.5,3.5,5.5,1.0
CC1CCCN(S(=O)(=O)c2ccc(Br)s2)C1 (stereo not drawn),6.2,0.6,7.9,-12.8,-2.2,7.1,-1.0,9.3,3.7
COCCCNC(=O)CN1C(=O)COc2ccc(S(=O)(=O)N3CCCCCC3)cc21,-0.9,-3.7,2.6,-1.4,2.7,-4.5,1.3,1.4,1.1
CCOP(=O)(Cc1ccc(C(C)(C)CC(C)=O)o1)OCC,-2.6,4.2,-3.4,4.8,2.0,7.7,3.0,8.4,1.8
# Following part:
SMILES,TPT1 inhibitor,PAD4 FP inh,PME-1 inh,MCL1 BIM primary,Fam108B inh,GLD-1 RNA inh,Bcl-xL primary,GSTO1 counter,MEX-5 binding
CC(C)C(=O)NNS(=O)(=O)c1ccccc1,-2.8,-3.3,0.8,9.4,0.8,0.1,6.3,5.5,0.4
COCCCNC(=S)N(Cc1ccccc1)Cc1nc2ccccc2c(=O)[nH]1,-1.2,-5.9,4.3,0.2,-2.6,-0.6,0.6,4.6,1.7
NS(=O)(=O)c1ccc(CCNC(=O)C2CCCN2S(=O)(=O)c2cccc3nsnc23)cc1 (stereo not drawn),-1.6,-5.3,-1.4,0.1,5.9,1.9,6.5,-2.4,-0.3
COc1ccc2[nH]c(=O)c(CN(C(=O)C3CCCO3)c3ccc(C)c(C)c3)cc2c1 (stereo not drawn),2.3,0.9,2.3,-8.1,-0.9,-2.3,-1.9,4.9,0.4
Nc1c(C(=O)N/N=C/c2ccccc2)cnn1-c1ccccc1,-4.7,0.5,0.6,-0.3,3.1,1.4,-0.2,8.9,0.2
Cc1ccc(CN2CCN(c3ncccn3)CC2)o1,-2.9,-3.8,5.9,1.5,-1.2,-5.0,3.9,3.6,-0.5
CCCCn1c(CN2CCN(CCO)CC2)nc2ccccc21,3.1,-1.9,0.5,-1.3,1.3,4.3,2.7,1.1,-5.0
CCn1nnnc1SCC(=O)N1CCN(Cc2ccc3c(c2)OCCO3)CC1,x,1.2,0.5,-1.5,x,1.0,-0.9,x,x
CCOC(=O)c1c(NC(=O)Cn2nc(C(F)(F)F)cc2C)sc2c1CCC2,2.8,1.8,-2.9,0.8,1.5,6.3,1.4,-1.6,x
COc1ccc(OC)c(NS(=O)(=O)c2ccc(N3CCCC3=O)cc2)c1,-4.2,2.5,4.9,10.6,0.0,5.3,7.5,0.1,2.1
Cc1nc(SCC(=O)NC2CCCC2)[nH]c(=O)c1Cc1ccccc1,-3.0,1.5,3.4,6.6,2.5,-8.0,7.1,5.4,1.4
O=C1C=C(N2CCCCC2)C2(CCCCC2)O1,-1.8,3.3,6.8,-1.2,-0.5,-0.9,3.6,0.2,1.4
Cc1cc(N/N=C/c2ccc(F)cc2)nc(NCc2ccccc2)n1,1.9,-0.6,-6.4,-2.8,-0.7,-2.9,-4.3,-6.8,0.3
